HT1080 IDH1KD tx: qHTS for induction of synthetic lethality in tumor cells producing 2HG: qHTS for the HT-1080-IDH1KD cell line; AID 686971, 2013; Potency, µM (titrated, usually from 46.1 µM), inactives show at the top dose activity, negative = toxicity, hits mostly cytotoxic; actives 2% (n = 360,000); HT-1080 IDH1 knockdown viability, ATP luminescence, 48 h;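 further: 0% = DMSO wells and -100% = cell-free medium wells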
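HT-1080-IDH1KD cells (IDH1 knocked down), 750/well in RPMI with 5% FBS, treated with compound 48 h at 37 degrees C. Viability by CellTiter-Glo luminescence, normalised to DMSO and no-cell wells; concentration-response curves classed.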
GLP1R cytotox: qHTS of GLP-1 Receptor Inverse Agonists: Cytotox Screen. actives 0.13% (n = 410,000). AID 624418, 2012. Potency, µM (series often up to 38.3 µM), inactives show top-dose activity change, negative = inhibition, usual class: inhibitors. HEK293 cAMP-luciferase reporter cells, luminescence, 24 h;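 further: loss of luciferase light is scored as toxicity; on the % scale 0 is the no-effect control and ±100 the full control effect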
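Cells in DMEM/10% Nu serum/1% pen-strep, 1536-well format. Pre-incubated 12 h, dosed with 23 nL compound, incubated a further 24 h. Luciferase detection, 12 min at room temp, luminescence.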
TDP-43 yeast inh: qHTS of TDP-43 Inhibitors; TDP-43 expressing yeast growth rescue, BacTiter-Glo, 24 h; Potency, µM (series often up to 46.1 µM), for the others: at the highest dose growth rescue (activation), usual class: activators; actives 1.8% (n = 410,000); AID 652104, 2013; further: % of control where 0% means no effect; nearly all actives have a fitted effect of over 50% in size
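Growth rescue of TDP-43-toxic yeast measured as ATP luminescence (BacTiter-Glo). Cells grown to mid-log in raffinose, induced in galactose at OD600=0.02, exposed to compound 24 hr at 30 deg C.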
KB-3-1 tox: qHTS assay for MDR1-selective chemotherapeutics: Primary screen using the parental adenocarcinoma cell KB-3-1; KB-3-1 viability, CellTiter-Glo ATP luminescence, 72 h; Potency, µM (series often up to 46.1 µM), for inactives: top-dose activity change, negative = cytotoxic, actives largely listed as cytotoxic; actives 1.4% (n = 400,000); AID 1347075, 2019; further: on the % scale 0 is the no-effect control and ±100 the full control effect; nearly all actives have a fitted effect of over 60% in size
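Viability of parental KB-3-1 cells, measured by CellTiter-Glo luminescence, followed a 72 h incubation at 37 °C with pinned compounds in phenol-red-free DMEM containing 10% FBS.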
KB-V1 MDR tox: qHTS assay for MDR1-selective chemotherapeutics: Primary screen using the drug-selected MDR subline cells KB-V1; KB-V1 MDR cells viability, CellTiter-Glo, 72 h; AID 1347076, 2019; Potency, µM (top dose mostly 46.1 µM), without a hit: at the highest dose activity change, negative = cytotoxicity, most hits filed as cytotoxic; actives 3.4% (n = 400,000); further: on the % scale 0 is the no-effect control and ±100 the full control effect; nearly all actives have a fitted effect of over 60% in size
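KB-V1, DMEM (no phenol red) + 10% FBS; cpd pin-transferred, titration series; 72 h, 37 degrees C; CellTiter-Glo, luminescence. Data normalized, curve-fit.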
GLP1R ag: qHTS of GLP-1 Receptor Agonists. HEK293 GLP-1R CRE-luciferase, luminescence, 4-6 h; cells express a hypersensitive GLP-1R form. actives 0.007% (n = 380,000). Potency, µM (highest dose often 45.6 µM), for inactives: top-dose activation, hits mostly activators; further: % of control where 0% means no effect
Target sequence (P43220 whole entry, looked up): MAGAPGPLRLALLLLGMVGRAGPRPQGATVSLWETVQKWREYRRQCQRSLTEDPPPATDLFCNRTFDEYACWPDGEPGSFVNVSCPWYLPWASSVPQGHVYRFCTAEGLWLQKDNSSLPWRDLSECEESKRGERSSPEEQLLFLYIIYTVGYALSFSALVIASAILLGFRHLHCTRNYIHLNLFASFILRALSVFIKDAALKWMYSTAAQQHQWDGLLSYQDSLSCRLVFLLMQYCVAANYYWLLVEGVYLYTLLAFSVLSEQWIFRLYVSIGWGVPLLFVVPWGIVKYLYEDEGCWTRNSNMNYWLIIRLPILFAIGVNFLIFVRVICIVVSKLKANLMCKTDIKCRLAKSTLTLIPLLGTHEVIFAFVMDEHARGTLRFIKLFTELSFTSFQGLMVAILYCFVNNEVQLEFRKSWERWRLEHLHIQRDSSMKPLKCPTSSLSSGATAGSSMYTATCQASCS
HT1080-NT tox: qHTS for induction of synthetic lethality in tumor cells producing 2HG: qHTS for the HT-1080-NT fibrosarcoma cell line | HT-1080-NT fibrosarcoma viability, CellTiter-Glo ATP luminescence, 48 h | Potency, µM (doses to about 46.1 µM), inactives show at the highest dose activity, negative = less viability, most hits filed as cytotoxic | actives 1.6% (n = 360,000) | AID 686970, 2013;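 further: NT is the 2HG producing partner of a matched IDH1 knockdown line; 0% = DMSO-treated cells and -100% = media-only wells without cells; nearly all actives have a fitted effect of over 55% in size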
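Compounds were tested in concentration-response format on HT-1080-NT cells for 48 hours at 37 degrees C. Cell viability came from CellTiter-Glo luminescence; curves were classified by r2, response magnitude and activity.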
SW480 rereplic: A quantitative high throughput screen for small molecules that induce DNA re-replication in SW480 colon adenocarcinoma cells; SW480 DNA re-replication, Hoechst DNA content imaging, 48 h; actives 1.8% (n = 340,000); AID 624297, 2012; Potency, µM (doses to about 46.1 µM), for inactives: at the top dose re-replication activation, hits mostly activators; further: % of control where 0% means no effect; nearly all actives have a fitted effect of over 55% in size
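Cells (250 per well) received 23 nL compound or DMSO by pin tool and were kept 48 hr at 37 C, 5% CO2. Nuclei were then stained with Hoechst for 40 min and scanned for DNA content.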
GLP1R inv ag: qHTS of GLP-1 Receptor Inverse Agonists (Inhibition Mode); Glucagon-like peptide 1 receptor (Homo sapiens), P43220; HEK293 GLP-1R CRE-luciferase, luminescence, 24 h; GLP-1R form is constitutively active; Potency, µM (series often up to 38.3 µM), for the others: at the highest dose activity change, negative = inhibition, usual class: inhibitors; actives 1.6% (n = 410,000); further: on the % scale 0 is the no-effect control and ±100 the full control effect; nearly all actives have a fitted effect of over 55% in size
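GLP-1R inverse agonism mode: basal reporter luminescence in engineered HEK293 cells measured after one day of compound exposure at 37 deg C, with a 12 min room-temperature detection step.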
* marks the source's active call; other numbers are inactive results; ? = inconclusive; . = no result given; & = joins results of further samples; [ ] = remark or other dose. The call rests on the fitted dose curve; in most records, active means well fitted curve in the direction sought with a large enough effect; inconclusive means small, poorly fitted or top-dose-only effect, or another doubt; inactive means no such curve, though single readings can be large; an effect the other way counts as inactive or inconclusive. Potency means the concentration at half of the fitted maximal effect.

No.	molecule	HT1080 IDH1KD tx	GLP1R cytotox	TDP-43 yeast inh	KB-3-1 tox	KB-V1 MDR tox
1	CCOCC(=O)Nc1ccccc1C(=O)N1CCOCC1	-2%	14%	-20%	-11%	0%
2	O=C(NNC(=O)c1cc(Cl)ccc1O)c1ccc(NS(=O)(=O)c2cccs2)cc1	?	-3%	-7%	-13%	10%
3	COc1ccccc1CNC(=O)CSc1nnc2c(n1)[nH]c1ccc(F)cc12	-1%	-3%	-5%	-1%	23%
4	CCOC(=O)C1CCCN(C(=O)c2ccc3c(c2)CCO3)CC1 (configuration not stated)	19%	-12%	12%	0%	2%
5	CN1CCN(S(=O)(=O)c2cccc(C(=O)NC3CCCc4ccccc43)c2)CC1 (configuration not stated)	-5%	-21%	18%	0%	-20%
6	COc1cccc(NC(=O)COC(=O)CCn2c(C)csc2=O)c1	-11%	3%	19%	2%	15%
7	O=C1OC[C@@H]2CCCN2C(=O)[C@@H](CC(=O)N(CCO)Cc2ccccc2)C/C=C\C[C@H]1Cc1ccc(F)cc1	-10%	?	1%	-7%	0%
8	O=C(CNC(=O)c1ccc(Oc2ccccc2)cc1)OC1CCCCC1=O (configuration not stated)	-1%	-13%	24%	-2%	14%
9	Cc1cccc(OCc2nnc(SCC(=O)N3CCCCC3)o2)c1	1%	0%	21%	15%	-26%
10	CC1(C)Cc2ccccc2C2=NNC(=O)C2=N1	7.3µM*	?	-2%[9.22 µM]	?	?
11	CCOC(=O)c1ccc(N/C=C/C(=O)c2ccc(OC)c(OC)c2)cc1	?	59%[activator]	-1%	-6%	5%
12	O=C1C2CCCN2c2ccc(S(=O)(=O)N3CCOCC3)cc2N1Cc1ccccc1F (configuration not stated)	-1%	-1%	-4%	22%	-24%

No.	GLP1R ag	HT1080-NT tox	SW480 rereplic	GLP1R inv ag
1	10%	13%	-4%	15%
2	-11%	-20%	?	7%
3	3%	-7%	-16%	-38%
4	0%	27%	.	12%
5	-7%	1%	-9%	?
6	-15%	-1%	-40%[inhibitor]	4%
7	-6%	-8%	-2%	?
8	0%	6%	-1%	-6%
9	12%	0%	-4%	-6%
10	3%	23µM*	8.2µM*	?
11	-6%	-19%	15%	0%
12	8%	0%	1%	3%

Next structures:
No.	molecule	HT1080 IDH1KD tx	GLP1R cytotox	TDP-43 yeast inh	KB-3-1 tox	KB-V1 MDR tox
13	CC(OC(=O)CCc1nc2ccccc2c(=O)[nH]1)C(=O)Nc1ccc2c(c1)OCO2 (configuration not stated)	1%	4%	7%	14%	0%
14	C=CCn1c(N)c(C(=O)NCc2ccco2)sc1=S	15%	4%	9%	1%	-24%
15	COc1ccc(NC(=O)CNc2ccccc2N2CCCC2=O)cc1S(=O)(=O)N1CCOCC1	15%	-10%	28%	3%	5%
16	CCN(C(=O)CSc1ncccc1C(=O)OC(C)C)c1cccc(C)c1	?	0%	-20%	1%	-2%
17	CCCc1ccc(O)c(N=Cc2cc(Br)cc(OCC)c2O)c1	23µM*	-12%	3%	-25%	3%
18	COc1cccc(NC(=O)CN(C)C(=O)c2cc(-c3ccccc3)nn2-c2ccccc2)c1	-1%	0%	0%	12%	-14%
19	CC(NC(=O)NC(=O)c1cccc(Cl)c1)c1ccccc1 (configuration not stated)	4%	-13%	29%	-20%	-1%
20	CC1CCC(NC(=O)COC(=O)C2CC3CCCC(C2)C3=O)CC1 (configuration not stated)	13%	0%	19%	8%	1%
21	CC(=O)c1cc2c(cc1NC(=O)CSc1nc3ccc(C)cc3[nH]1)OCO2	-25%	-6%	13µM*	-2%	?
22	CCN1CCN(CNC(=O)c2cnccn2)CC1	1%	-2%	-6%	?	23µM*
23	CC(=O)C[C@H]1c2cc(F)ccc2S(=O)(=O)N1c1ccc(N(C)C)cc1	-3%	-1%	4%	-16%&-21%	?
24	Cc1nc(-c2ccc(Cl)cc2)sc1C1(C)CC(c2ccc([N+](=O)[O-])cc2)=NO1 (configuration not stated)	0%	7%	-10%	-21%	-25%

No.	GLP1R ag	HT1080-NT tox	SW480 rereplic	GLP1R inv ag
13	-2%	-1%	-3%	17%
14	-4%	9%	0%	0%
15	-1%	12%	-5%	13%
16	13%	-21%	1%	?
17	3%	?	?	?
18	-4%	-5%	-7%	-34%
19	-5%	0%	52%	-14%
20	-4%	11%	-4%	13%
21	17%	-24%	8%	43%[activator]
22	-11%	-4%	9%	13%
23	2%	-1%	-19%	13%
24	-5%	-1%	?	2%

Later entries
No.	molecule	HT1080 IDH1KD tx	GLP1R cytotox	TDP-43 yeast inh	KB-3-1 tox	KB-V1 MDR tox
25	Cc1cc(C)cc(N(C(=O)CNC(=O)c2ccco2)C(C(=O)NC2CCCCC2)c2ccncc2)c1 (configuration not stated)	3%	-4%	2%	4%	-5%
26	COc1ccccc1Nc1c2c(nc3ccc(NC(=O)c4ccc(OC)c(OC)c4)cc13)CCCC2	.	?	-17%	-30%	-13%
27	CC1CCN(S(=O)(=O)c2cc(F)ccc2CN2C(=O)c3cccnc3C2=O)CC1	9%	4%	?	4%	-17%
28	COc1ccc(C(c2c(NC(=O)c3ccccc3)sc(C)c2C)N2CCN(CCO)CC2)cc1 (configuration not stated)	20%	-13%	-8%	4%	24%
29	O=C1C2CC=C(Cl)CC2C(=O)N1CCC[n+]1cccc2ccccc21 (configuration not stated)	-6%	-6%	0%	1%	2%
30	O=S(=O)(c1ccc(Cl)cc1)n1c(Cc2ccccc2)nc2ccccc21	1%	3%	-11%	8%	-28%
31	NC(=O)[C@@H]1CCCN1C(=O)c1cc(COc2ccc(F)cc2F)on1	-6%	-1%	16%	12%	4%
32	COc1ccc(-c2nnc(SCC(=O)N3CCC(Cc4ccccc4)CC3)o2)cc1OC	13%	13%	-12%	-4%	5.2µM*
33	CC1CC(C)CN(C(=O)COC(=O)/C=C/c2cccc([N+](=O)[O-])c2)C1 (configuration not stated)	-1%	15%	0%	-22%	?
34	Cc1ccc(Nc2cc(C)nc(NCc3ccccc3)n2)cc1	18µM*	?	-25%	?	12µM*
35	NS(=O)(=O)c1ccc(NC(=S)NC(=O)c2cccs2)cc1	6%	4%	1%	0%	0%
36	CS(=O)(=O)Nc1ccc(C(=O)Nc2ccc(S(=O)(=O)N3CCCCC3)cc2)cc1	-15%	-9%	1%	-16%	5%

No.	GLP1R ag	HT1080-NT tox	SW480 rereplic	GLP1R inv ag
25	11%	-1%	-1%	6%
26	-1%	.	.	?
27	-1%	6%	5%	6%
28	-8%	15%	?	15%
29	8%	2%	0%	1%
30	-3%	0%	0%	0%
31	4%	1%	6%	-6%
32	-8%	5%	0%	6%
33	0%	-4%	?	48%[activator]
34	11%	21µM*	?	?
35	7%	8%	-4%	10%
36	-4%	1%	-11%	16%

(next part)
No.	molecule	HT1080 IDH1KD tx	GLP1R cytotox	TDP-43 yeast inh	KB-3-1 tox	KB-V1 MDR tox
37	CCCC1=C(C(=O)OCC)C(c2ccc(NC(C)=O)cc2)NC(=O)N1 (configuration not stated)	2%	-11%	-11%	5%	?
38	O=C(NCc1cccnc1)c1cc(C2CCCN(S(=O)(=O)c3cccc4cccnc34)C2)on1 (configuration not stated)	5%	-1%	19%	0%	0%
39	Oc1cccc(/C=N/NC(=S)Nc2cccnc2)c1O	?	-27%	?	10µM*	-27%
40	Cc1nc(NC(=O)/C=C/c2ccccc2)sc1C(=O)N1CCCCC1	2%	-7%	24%	21%	-5%
41	Cc1ccc(C2=CSC3=NCCN23)cc1	4%	3%	11%	2%	24%
42	Cc1cc2n(n1)CCC(=O)N2Cc1ccc(C(=O)Nc2cc(Cl)ccc2C)cc1	.	11%	10%	0%	-4%
43	O=C1C[C@@H](c2ccccc2)Oc2cc(O)cc(O)c21	22%	-4%	-5%	-1%	19%
44	O=C(COc1ccccc1-c1ccccc1)NCc1ccco1	-18%	-2%	6%	?	-18%
45	CCOc1ccc(Cl)cc1S(=O)(=O)n1cnc2ccccc21	11µM*	-18%	6%	?	4.5µM*
46	COc1ccc(-c2cc(CCCC(=O)NCCc3cc(OC)ccc3OC)no2)cc1	-3%	-19%	15%	?	4.6µM*

No.	GLP1R ag	HT1080-NT tox	SW480 rereplic	GLP1R inv ag
37	8%	8%	0%	2%
38	13%	5%	.	0%
39	3%	?	?	-20%
40	22%	8%	-29%	-13%
41	3%	6%	0%	?
42	.	.	.	12%
43	-1%	13%	-7%	0%
44	31%	-17%	6%	?
45	-6%	11µM*	1%	?
46	1%	0%	1%	?

Random excerpt: three records from the list
No.	molecule	HT1080 IDH1KD tx	GLP1R cytotox	TDP-43 yeast inh	KB-3-1 tox	KB-V1 MDR tox
37	CCCC1=C(C(=O)OCC)C(c2ccc(NC(C)=O)cc2)NC(=O)N1 (configuration not stated)	2%	-11%	-11%	5%	?
45	CCOc1ccc(Cl)cc1S(=O)(=O)n1cnc2ccccc21	11µM*	-18%	6%	?	4.5µM*
38	O=C(NCc1cccnc1)c1cc(C2CCCN(S(=O)(=O)c3cccc4cccnc34)C2)on1 (configuration not stated)	5%	-1%	19%	0%	0%

No.	GLP1R ag	HT1080-NT tox	SW480 rereplic	GLP1R inv ag
37	8%	8%	0%	2%
45	-6%	11µM*	1%	?
38	13%	5%	.	0%
